# Screening data deposited in PubChem by National Center for Advancing Translational Sciences (NCATS).
# AMA1 RON2 block: qHTS for Inhibitors of AMA1-RON; Towards Development of Antimalarial Drug Lead: Primary Screen; Plasmodium falciparum AMA1 (3D7) - RON2 peptide interaction; AlphaScreen AMA1-biotinylated RON2 peptide binding; Potency, µM (series often up to 58.2 µM), for inactives: top-dose activity change, negative = inhibition, actives largely listed as inhibitors; 360,000 compounds, 0.2% hits; AID 720542, 2013;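 also: potency is read from the fitted curve at half-maximal effect; 0% = vehicle wells and -100% = peptide control; nearly all actives have a fitted effect of over 45% in size; some results filed as inactive show a strong effect at the top dose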
#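 AMA1 (3D7) with his tag at 25 nM final met compounds first, then biotinylated RON2 peptide at 25 nM; detection used donor plus acceptor beads, 10 µg/mL apiece, read by AlphaScreen after 30 min at room temperature.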
# AmpC inh detg: qHTS Inhibitors of AmpC Beta-Lactamase (assay with detergent); P00811; AmpC hydrolysis of nitrocefin, absorbance 480 nm, 0.01% Triton; Potency, µM (titrated, usually from 114 µM), for the others: at the highest dose activity change, negative = inhibition, most hits filed as inhibitors; 370,000 compounds, 0.041% hits;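 also: potency is read from the fitted curve at half-maximal effect; 0% = no-compound wells and -100% = no-enzyme wells; nearly all actives have a fitted effect of over 25% in size; some results filed as inactive show a strong effect at the top dose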
# Target sequence (P00811 whole entry, looked up): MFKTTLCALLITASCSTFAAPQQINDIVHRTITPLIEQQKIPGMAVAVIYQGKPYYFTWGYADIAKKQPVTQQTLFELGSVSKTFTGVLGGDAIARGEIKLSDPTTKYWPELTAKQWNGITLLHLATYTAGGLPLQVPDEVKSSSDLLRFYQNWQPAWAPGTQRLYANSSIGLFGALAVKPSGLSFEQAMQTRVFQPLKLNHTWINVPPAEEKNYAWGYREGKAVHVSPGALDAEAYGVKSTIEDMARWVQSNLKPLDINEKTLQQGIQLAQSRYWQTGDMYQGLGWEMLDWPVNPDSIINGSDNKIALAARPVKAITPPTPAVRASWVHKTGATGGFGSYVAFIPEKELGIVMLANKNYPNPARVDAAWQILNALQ
#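 AmpC (5.3 nM in the dispensed reagent) in 20 mM phosphate pH 7.0 with 0.01% (detergent screen) or 0.0001% Triton X-100 was preincubated with compounds for 15 min at room temperature. Nitrocefin was then added from an 800 uM solution, and hydrolysis was followed at 480 nm.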
# LmPK inh: qHTS Assay for Inhibitors of Leishmania Mexicana Pyruvate Kinase (LmPK). Q27686. purified LmPK, Kinase-Glo ATP luminescence, 1 h. Potency, µM (top dose mostly 57.5 µM), without a hit: top-dose activity change, negative = inhibition, usual class: inhibitors. 290,000 compounds, 0.37% hits; also: potency is read from the fitted curve at half-maximal effect
# Target sequence (Q27686 whole entry, looked up): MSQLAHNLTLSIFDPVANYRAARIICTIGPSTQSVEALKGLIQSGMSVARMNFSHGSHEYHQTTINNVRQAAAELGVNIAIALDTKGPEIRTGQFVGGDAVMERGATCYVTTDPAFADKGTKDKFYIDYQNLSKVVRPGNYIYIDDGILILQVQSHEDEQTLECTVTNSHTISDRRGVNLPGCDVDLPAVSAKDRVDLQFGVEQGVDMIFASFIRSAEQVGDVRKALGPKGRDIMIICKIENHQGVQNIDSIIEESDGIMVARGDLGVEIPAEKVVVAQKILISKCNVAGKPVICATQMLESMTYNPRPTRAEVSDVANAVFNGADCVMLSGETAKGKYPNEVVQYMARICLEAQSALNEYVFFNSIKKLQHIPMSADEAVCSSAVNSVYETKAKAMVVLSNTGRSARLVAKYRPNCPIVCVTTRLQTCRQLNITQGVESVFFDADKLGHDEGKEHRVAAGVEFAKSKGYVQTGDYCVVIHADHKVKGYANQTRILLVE
#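 Pyruvate kinase activity monitored as ATP production (luciferase luminescence). Conditions: 0.1 nM enzyme, 0.5 mM PEP, 0.1 mM ADP, 1 h, RT; normalized against uninhibited and no-enzyme wells.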
# AmpC inh no detg: qHTS Inhibitors of AmpC Beta-Lactamase (assay without detergent); P00811; AmpC nitrocefin hydrolysis, absorbance 480 nm, 0.0001% Triton; Potency, µM (doses to about 57.1 µM), without a hit: top-dose activity change, negative = inhibition, hits mostly inhibitors; 330,000 compounds, 0.52% hits;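 also: potency is read from the fitted curve at half-maximal effect; plate controls were no compound for no effect and no enzyme for full effect; nearly all actives have a fitted effect of over 20% in size; some results filed as inactive show a strong effect at the top dose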
#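 AmpC (5.3 nM in the dispensed reagent) in 20 mM phosphate pH 7.0 with 0.01% (detergent screen) or 0.0001% Triton X-100 was preincubated with compounds for 15 min at room temperature. Nitrocefin was then added from an 800 uM solution, and hydrolysis was followed at 480 nm.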
# HCMV antiviral: qHTS Assay for inhibitors of the human cytomegalovirus (HCMV) | HFF cells, HCMV-luciferase reporter, 72 h; hits give low values | activity change, negative = inhibition, % at 57.5 µM | 410,000 compounds, 4.5% hits | AID 1259415, 2018; in the data active = activity change below about -60%; inconclusive = no clear call, values can overlap the other calls; inactive = above about -39%
#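 Luciferase read-out from HCMV-luciferase-infected HFFs (MOI 1 PFU/cell) 72 h post infection at 37C; compounds added after 16 h cell attachment; activity normalized between buffer-only basal and Salinomycin (10uM) inhibitor controls.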
# TbPYK inhibitor: qHTS of Trypanosoma Brucei Inhibitors | pyruvate kinase (Trypanosoma brucei), Q57TT1 | TbPYK enzyme, Kinase-Glo Plus ATP luminescence, 45 min | Potency, µM (doses to about 76.8 µM), inactives show at the highest dose activity, negative = inhibition, most hits filed as inhibitors | 410,000 compounds, 0.12% hits; also: potency is read from the fitted curve at half-maximal effect; nearly all actives have a fitted effect of over 50% in size
#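 Screened from lowest to highest concentration, compounds were pinned into TbPYK/substrate mixtures, and ADP (130 uM final) was added. Plates sat at room temperature for 45 min prior to Kinase-Glo Plus detection by luminescence.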
# Sm TGR block: qHTS Assay for the Inhibitors of Schistosoma Mansoni Peroxiredoxins | Schistosoma mansoni thioredoxin glutathione reductase (TGR), Q962Y6 | purified TGR, DTNB reduction, TNB absorbance 405 nm | Potency, µM (top dose mostly 114 µM), inactives show at the highest dose activity change, negative = inhibition, hits mostly inhibitors | 360,000 compounds, 3% hits | AID 485364, 2010; also: potency is read from the fitted curve at half-maximal effect; nearly all actives have a fitted effect of over 60% in size
#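 First, TGR (20 nM dispensed) and NADPH were mixed with compound. Second, a 15 min room-temperature incubation followed. Third, further NADPH and then DTNB were added to start the reaction. Finally, TNB absorbance was monitored kinetically.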
# * = called active by the depositor; ? = inconclusive; / = no result given; [ ] = remark or other dose. Unless noted, calls follow the shape of the dose curve; as a rule, active = well fitted curve in the direction sought with a large enough effect; inconclusive = small, poorly fitted or top-dose-only effect, or another doubt; inactive = no such curve, though single readings can be large; an effect the other way counts as inactive or inconclusive. Unless noted, % is scaled to controls: 0 for no effect and ±100 for the full control effect.
1	CC(=O)N1c2ccc(S(=O)(=O)N3CCC(C(=O)NCc4ccc(Cl)cc4)CC3)cc2CC1C (stereo not given)
2	CCC(CC)C(=O)N1N=C(c2ccc(NS(C)(=O)=O)cc2)CC1c1ccc(C)cc1 (stereo not given)
3	COc1ccc(OC)c(S(=O)(=O)N2CCN(C(=O)NC3CCCCC3)CC2)c1
4	COc1ccc(CC(=O)N2CCC(Nc3nc4ccccc4n3Cc3ccc(F)cc3)CC2)cc1
5	CCN(CC)S(=O)(=O)c1ccc2c(c1)oc(=O)n2CC(=O)NC1CCCCC1
6	CCOC(=O)C(C)Sc1nc2c(cnn2-c2ccc(C)cc2)c(=O)[nH]1 (stereo not given)
7	Cc1ccc(C(=O)Nc2nnc(S(=O)(=O)N3CCc4ccccc43)s2)cc1
8	CCCOc1ccc(C(=O)NC(=S)N2CCN(c3ncc4c(=O)c(C(=O)O)cn(CC)c4n3)CC2)cc1

compound no.,1,2,3,4,5,6,7,8
AMA1 RON2 block,3%,-11%,3%,-27%,10%,-20%,/,120%[activator]
AmpC inh detg,1%,6%,-3%,1%,-13%,0%,2%,/
LmPK inh,5%,11%,/,4%,-6%,6%,/,/
AmpC inh no detg,71%[activator],2%,1%,152%[activator],-33%,-20%,/,/
HCMV antiviral,?,?,16,85,5,-28,4,-20
TbPYK inhibitor,-23%,0%,-7%,-2%,-1%,0%,-1%,?
Sm TGR block,-9%,-6%,-6%,0%,-13%,0%,-8%,/

9	C=CCN1c2ccccc2[C@]23C[C@@H](C(=O)OC)N(C(=O)CC(C)C)C2=NC(C(=O)OC)=C(C(=O)OC)[C@H]13
10	O=C(COC(=O)c1cc(=O)[nH]c2ccccc12)Nc1cccc(S(=O)(=O)N2CCOCC2)c1
11	CCCNC(=S)NC1CC2CCCC(C1)N2Cc1ccccc1OC (stereo not given)
12	CCN(CC)c1ccc(/C=N/NC(=O)OC(C)(C)C)cc1
13	CCC(=O)N1CCc2cc(S(=O)(=O)CCC(=O)NCCc3ccc(OC)c(OC)c3)ccc21
14	O=c1ccn(-c2cccc(C(F)(F)F)c2)nc1-c1ccn(-c2ccccc2)n1
15	COc1cc(OC)cc(C(=O)N[C@H](C(=O)NCc2ccccc2)C(C)C)c1
16	COc1cccc(CNC(=O)CCC2CCCN(C(=O)CCn3cncn3)C2)c1 (stereo not given)

compound no.,9,10,11,12,13,14,15,16
AMA1 RON2 block,?,1%,-12%,-29%,7%,2%,0%,-7%
AmpC inh detg,0%,3%,/,0%,3%,-5%,0%,1%
LmPK inh,-1%[11.5 µM],2%,/,6%,-2%,1%,-1%,1%
AmpC inh no detg,151%[activator],-3%,/,-4%,1%,71%[activator],-2%,-1%
HCMV antiviral,-5,0,8,-26,13,-38,-3,1
TbPYK inhibitor,-3%,-10%,4%,-1%,-1%,-2%,8%,-4%
Sm TGR block,6%,4%,/,0%,1%,0%,13%,/

# A stretch from the list above, as a working copy:
15	COc1cc(OC)cc(C(=O)N[C@H](C(=O)NCc2ccccc2)C(C)C)c1
16	COc1cccc(CNC(=O)CCC2CCCN(C(=O)CCn3cncn3)C2)c1 (stereo not given)

compound no.,15,16
AMA1 RON2 block,0%,-7%
AmpC inh detg,0%,1%
LmPK inh,-1%,1%
AmpC inh no detg,-2%,-1%
HCMV antiviral,-3,1
TbPYK inhibitor,8%,-4%
Sm TGR block,13%,/

# Next compounds follow.
17	CCCCC(=O)Nc1ncc([N+](=O)[O-])s1
18	O=C(NCC1CCCO1)C(c1ccc(F)cc1)N(Cc1ccc2c(c1)OCO2)C(=O)c1ccc(CN2CCOCC2)o1 (stereo not given)
19	CCN(CC)S(=O)(=O)c1cccc(S(=O)(=O)c2cccc(S(=O)(=O)N(CC)CC)c2)c1
20	CCOc1ccc(Nc2ncnc3scc(-c4ccc(OC)cc4)c23)cc1
21	CCOC(=O)N1CCN(C(=O)CCN2C(=O)/C(=C\c3cccc(OC)c3)SC2=S)CC1
22	COc1ccc(/C=N/NC(=O)c2[nH]c3ccc(Br)cc3c2-c2ccccc2)c(C(=O)O)c1OC
23	CCn1cc(C(=O)Nc2ccccc2C(=O)OC)c(=O)c2ccc(C)nc21
24	Cc1cc(C)c(C(=O)c2ccc(C(=O)NC(C)(C)C)cc2)c(C)c1

compound no.,17,18,19,20,21,22,23,24
AMA1 RON2 block,-8%,7%,14%,/,-5%,22%,/,9%
AmpC inh detg,?,2%,?,15%,4%,-2%,-20%,4%
LmPK inh,-5%,5%,0%,/,0%,2%,1%,12%
AmpC inh no detg,-13%[2.29 µM],176%[activator],-2%,/,-2%,99%[activator],16%,0%
HCMV antiviral,3,-1,-69*,-23,3,-63*,/,4
TbPYK inhibitor,1%,-3%,-8%,1%,3%,-22%,/,-8%
Sm TGR block,0%,/,2%,12%,-10%,-8%,3%,-1%

# Screen by screen, as entered above:
# Nos. 17 to 24 in AmpC inh no detg, in turn: -13%[2.29 µM], 176%[activator], -2%, /, -2%, 99%[activator], 16%, 0%
# Nos. 17 to 24 in HCMV antiviral, in turn: 3, -1, -69*, -23, 3, -63*, /, 4

# Next part
25	NC(=S)Nc1nc2ccccc2[nH]c1=O
26	CN(C(=O)COn1nnc2ccc(Cl)cc21)C1CCS(=O)(=O)C1 (stereo not given)
27	Cn1c(SCCC#N)nnc1-c1ccccc1F
28	C=CCn1c(SCc2n[nH]c(=S)n2-c2ccccc2)nnc1-c1ccccc1
29	Nc1nnc(SCC(=O)NNC(=O)c2ccc(Cl)cc2)s1
30	O=C(NCc1nnc(SCC(=O)N2CCOCC2)o1)c1ccccc1
31	CCc1ccc(C(=O)/C=C2\Sc3ccccc3NC2=O)cc1
32	O=C(CC1CCCCC1)Nc1c2c(nn1-c1ccc(F)cc1)CS(=O)(=O)C2

compound no.,25,26,27,28,29,30,31,32
AMA1 RON2 block,/,9%,0%,57%[activator],108%[activator],40%[activator],91%[activator],2%
AmpC inh detg,3%,/,?,-14%,?,/,2%,1%
LmPK inh,-1%,/,1%,-24%,/,/,-3%,-4%
AmpC inh no detg,-20%,-10%,-10%,-3%,-47%,/,-20%,-2%
HCMV antiviral,97,-9,-31,8,-73*,-31,-16,32
TbPYK inhibitor,/,0%,-4%,?,-5%,-7%,7%,-2%
Sm TGR block,6%,/,0%,23%,-3%,/,-5%,-33%

33	O=C(COc1ccc([N+](=O)[O-])cc1)NNC(=S)NC(=O)c1ccc(Br)cc1
34	O=C(NCc1ccccc1)C1CCN(C(=O)NCc2ccccc2)CC1
35	Cc1ccc(S(=O)(=O)Oc2ccc(/C=C3\C(=N)N4N=C(S(C)(=O)=O)SC4=NC3=O)cc2)cc1
36	COc1ccc(CCC(=O)NCCCNC(=O)CCc2ccc(OC)cc2)cc1
37	CCn1c(SCc2ccc(C#N)cc2)nnc1-c1cccc(Cl)c1
38	O=C1CC(c2ccccc2)CC(=O)C1Sc1ccc(Cl)cc1 (stereo not given)
39	COc1ccc(CCNC(=O)N[C@@H](Cc2ccccc2)C(=O)O)cc1
40	Cc1cc(C)cc(NC(=O)CSc2nnc(COc3ccccc3Cl)o2)c1

compound no.,33,34,35,36,37,38,39,40
AMA1 RON2 block,127%[activator],-4%,46%[activator],6%,-3%,-5%,-1%,/
AmpC inh detg,-1%,?,-5%,4%,-10%,-15%,-5%,-10%
LmPK inh,-10%,-1%,-5%,3%,1%,1%,-5%,/
AmpC inh no detg,-45%,-8%,?,-3%,-1%,?,3%,/
HCMV antiviral,-17,-3,25,19,?,26,1,-13
TbPYK inhibitor,?,2%,-7%,-3%,1%,-7%,2%,2%
Sm TGR block,1%,6%,?,2%,-5%,?,-9%,11%

41	Cc1ccc(C(C)C)c(OCCCn2ccnc2C)c1
42	CN(C)c1ccnc2sc3c(=O)n(-c4ccccc4)cnc3c12
43	Cc1cc(C)c2c3c(sc2n1)C(=O)N(c1ccccc1)CC(=O)N3
44	O=C(N/N=C\c1c[nH]c2ccccc12)c1ccc(O)cc1
45	O=C(CNC(=O)c1ccc(Br)cc1)Nc1ccc2c(c1)CCC2
46	COC(=O)C(C)Sc1ncnc2c1c(-c1ccccc1)cn2-c1ccc(F)cc1 (stereo not given)
47	O=[N+]([O-])c1cccc(NC(=S)N2CCN(c3ccccn3)CC2)c1
48	COC(=O)Cn1c(-c2ccc(OC)cc2)c(-c2ccc(OC)cc2)nnc1=O

compound no.,41,42,43,44,45,46,47,48
AMA1 RON2 block,-28%,-2%,-8%,2%,-2%[11.6 µM],/,-8%,-2%
AmpC inh detg,-14%,-1%,4%,0%,/,11%,7%,?
LmPK inh,3%,4%,-9%,0%,/,/,-4%,34%
AmpC inh no detg,40%,-23%,-19%,-20%,-50%,/,54%,26%
HCMV antiviral,-10,-23,-39,90,62,-22,-65*,16
TbPYK inhibitor,-2%,1%,-8%,-4%,-4%,0%,-9%,2%
Sm TGR block,89µM*,-9%,-3%,2%,/,3%,-6%,79µM*

49	O=C(NCc1cccnc1)C(=O)NCC1OCCN1S(=O)(=O)c1cc(F)ccc1F (stereo not given)
50	CC(C)(C)c1ccc(-n2ncc3c2CCCC3NC(=O)CN2CCCC2=O)cc1 (stereo not given)
51	O=C1NC(c2ccc(Br)cc2)=N/C1=C/c1ccco1
52	CC(OC(=O)c1ccc(F)cc1)C(=O)Nc1nc(-c2cccc([N+](=O)[O-])c2)cs1 (stereo not given)
53	CCCn1nnc(NC(=O)COc2ccccc2Cl)n1

compound no.,49,50,51,52,53
AMA1 RON2 block,9%,16%,7%,-9%,0%
AmpC inh detg,-9%,-14%,-6%,?,?
LmPK inh,5%,6%,-3%,3%,3%
AmpC inh no detg,1%,146%[activator],-22%,-35%,6%
HCMV antiviral,8,-67*,-1,28,-5
TbPYK inhibitor,-11%,0%,-5%,-12%,0%
Sm TGR block,1%,1%,?,2%,-11%
